SUMO HTRF inh: blocks human SUMOylation mediated by UBC9; inhibition, % at 35 µM; HTRF SUMOylation assay, SAE1/SAE2 + UBC9, in vitro; P63279; 290,000 tested, 0.36% active; in the data active means inhibition above about 50%, passing the limit was not always enough; further: strong numbers were not always called active
Target sequence (P63279 whole entry, looked up): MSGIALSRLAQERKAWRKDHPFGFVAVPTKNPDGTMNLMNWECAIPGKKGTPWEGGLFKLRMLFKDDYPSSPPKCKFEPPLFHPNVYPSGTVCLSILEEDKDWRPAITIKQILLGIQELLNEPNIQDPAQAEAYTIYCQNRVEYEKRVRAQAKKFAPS
NALP1 inh: NALP1 inhibition; 280,000 tested, 0.61% active; inhibition, % at 10 µM; S. cerevisiae NALP1/ASC/caspase-1 growth, X-gal OD620, 72 h; in the data active means inhibition mostly above about 24%, no sharp cut-off; inactive means mostly below about 32%; further: some compounds called inactive have numbers as strong as hits
FID counter: counter-screen for HCV NS3 helicase inhibitors: DNA intercalator displacement. DNA fluorescent intercalator displacement, fluorescence. inhibition, % at 7.9 µM. 290,000 tested, 0.17% active; in the data active means inhibition above about 37%;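 further: 0% = vehicle and 100% = reference compound; higher means more ethidium bromide displaced from hairpin DNA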
PfM18AAP inh: blocks P. falciparum M18 aspartyl aminopeptidase. recombinant PfM18AAP, H-Glu-NHMec fluorogenic cleavage. inhibition, % at 7.35 µM. 290,000 tested, 1.2% active;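 active means inhibition above the campaign mean inhibition over all tested compounds plus 3 SD, cut at about 28% in these data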;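 further: 0% = plate median of test compound wells and 100% = 2 mM ZnCl2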
HCV NS3 hel inh: inhibitors of Hepatitis C virus NS3 helicase | NS3 helicase DNA unwinding, Cy5 molecular beacon fluorescence | 290,000 tested, 0.56% active | inhibition, % at 10.9 µM | AID 1800;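 active means inhibition above the mean of all tested compounds plus 3 SD, set per campaign, cut at about 35% in these data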;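 further: 0% = DMSO wells and 100% = thioflavine S control wells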
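test system = hepatitis C virus NS3 helicase domain fragment enzyme | reagent = annealed dual-labelled DNA beacon duplex, ATP-started | times = 1 h at 25 °C | detection = Cy5 fluorescence, 0 and 60 min reads | read-out basis = percent inhibition from t60/t0 fluorescence ratio | control set = DMSO and thioflavine S | replication = one well per compound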
MEKK2wt PB1 HTS: raises or lowers MEK5 binding to wildtype human MEKK2 PB1 domain; Q9Y2U5; bead flow cytometry, Alexa488-MEK5 binding to MEKK2 WT; actives lie on both sides; 290,000 tested, 1.1% active; binding response (% of control), % at 10 µM; in the data active means binding response below about 67% or above about 130%
MEKK2 mut-MEK5: signal of MEK5 binding to mutant human MEKK2 PB1 domain; 290,000 tested, 0.35% active; AID 1530; percent response, % at 10 µM; bead flow cytometry, Alexa488-MEK5 binding to MEKK2 mutant; in the data active means percent response above about 24%, passing the limit was not always enough; further: inactives centre near 1; some results filed as inactive read as strong as hits
IMP-1 inh: blocks Pseudomonas aeruginosa IMP-1 metallo-beta-lactamase; inhibition, % at 5.6 µM; purified IMP-1, nitrocefin hydrolysis, epi-absorbance fluorescence; 290,000 tested, 0.45% active;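 active means inhibition above the mean plus 3 SD of all compounds in the same screening run, cut at about 4.5% in these data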;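 further: 0% = IMP-1 with DMSO and 100% = DMSO wells lacking enzyme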
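Assay system: purified recombinant IMP-1 beta-lactamase. Input: IMP-1 0.2 nM before substrate addition. Buffer or medium: Zinc- and detergent-supplemented HEPES buffer, pH 7.1. Schedule: 25 °C, 15 min preincubation, 25 min reaction. Signal: Epi-absorbance fluorescence, 480 nm excitation, 530 nm emission. Evaluation: percent inhibition from optical density relative to buffer-blank wells.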
VIM-2 inh: inhibitors of Pseudomonas aeruginosa VIM-2 metallo-beta-lactamase. inhibition, % at 5.6 µM. 290,000 tested, 0.89% active. purified VIM-2, nitrocefin hydrolysis, epi-absorbance fluorescence;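 active means inhibition above the mean of all tested compounds plus 3 SD, cutoff set per screening run, cut at about 7.5% in these data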;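 further: red hydrolysis product quenches plate fluorescence so inhibitors raise well fluorescence; 0% = enzyme with DMSO and 100% = DMSO without enzyme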
* hit, by the source's call; & = joins results of further samples.

Screening COc1ccccc1/C=C/C=N/NC(=O)CCn1cnc2ccccc21 returned SUMO HTRF inh 14, NALP1 inh 8, FID counter -23, PfM18AAP inh 0, HCV NS3 hel inh -6, MEKK2wt PB1 HTS 89, MEKK2 mut-MEK5 -9, IMP-1 inh -2.1 and VIM-2 inh -1.6.
For CC(=O)Nc1ccc(CN(C)CC2CCCN(CCc3cccc(C(F)(F)F)c3)C2)cc1 (centres undefined) the results were SUMO HTRF inh 6, FID counter 17, PfM18AAP inh -7, HCV NS3 hel inh -21, MEKK2wt PB1 HTS 122, MEKK2 mut-MEK5 11, IMP-1 inh -0.7 and VIM-2 inh -0.6.
For C/C(=N\O)C(C)/[N+]([O-])=C/c1nc(C)c(C)n1O (centres undefined) the results were FID counter 5, PfM18AAP inh -6, HCV NS3 hel inh 7, MEKK2wt PB1 HTS 101, MEKK2 mut-MEK5 6, IMP-1 inh -0.5 and VIM-2 inh -2.3.
Screening Cc1c(-c2ccc(OCc3ccccc3)cc2)nc2ccccc2c1C(=O)O returned SUMO HTRF inh 18, NALP1 inh 9, FID counter -20, PfM18AAP inh 3, HCV NS3 hel inh 24, MEKK2wt PB1 HTS 103, MEKK2 mut-MEK5 5, IMP-1 inh -2.3 and VIM-2 inh -1.8.
Cc1ccc(NC(=O)CC(C)CC(=O)NCc2ccccc2)cc1Cl (centres undefined) was read as SUMO HTRF inh 8, NALP1 inh 3, FID counter -22, PfM18AAP inh 4, HCV NS3 hel inh -4, MEKK2wt PB1 HTS 105, MEKK2 mut-MEK5 2, IMP-1 inh -4.1 and VIM-2 inh -0.3.
`CC(=O)CSc1nnc(CN2C(=O)CSc3ccc(C(F)(F)F)cc32)n1C` gave SUMO HTRF inh 1, NALP1 inh 19, FID counter -13, PfM18AAP inh 0, HCV NS3 hel inh 4, MEKK2wt PB1 HTS 101, MEKK2 mut-MEK5 -2, IMP-1 inh -4.9 and VIM-2 inh -2.7.
Screening CCC(=O)Nc1ccccc1C(=O)OCC(=O)c1ccccc1 returned SUMO HTRF inh 8, NALP1 inh -3, FID counter -10, PfM18AAP inh -14, HCV NS3 hel inh -8, MEKK2wt PB1 HTS 102, MEKK2 mut-MEK5 2, IMP-1 inh 0.3 and VIM-2 inh -3.2.
Screening CCC(=O)N(Cc1cc2c(C)ccc(C)c2[nH]c1=O)C1CCCCC1 returned SUMO HTRF inh 4, NALP1 inh 45, FID counter -35, PfM18AAP inh 6, HCV NS3 hel inh 4, MEKK2wt PB1 HTS 108, MEKK2 mut-MEK5 8, IMP-1 inh -2.7 and VIM-2 inh -0.1.
O.O.O.O=S(=O)([O-])OC[C@H]1O[C@@H](O[C@]2(COS(=O)(=O)[O-])O[C@H](OS(=O)(=O)[O-])[C@@H](OS(=O)(=O)[O-])[C@@H]2OS(=O)(=O)[O-])[C@H](OS(=O)(=O)[O-])[C@@H](OS(=O)(=O)[O-])[C@@H]1OS(=O)(=O)[O-].[Al] was read as SUMO HTRF inh -11, NALP1 inh 22, FID counter -1, PfM18AAP inh -1, HCV NS3 hel inh -4, MEKK2wt PB1 HTS 99, MEKK2 mut-MEK5 2, IMP-1 inh -2.7 and VIM-2 inh -3.7.
O=C(N/N=C/c1cccc([N+](=O)[O-])c1)c1cc[n+](CCO)cc1 was read as SUMO HTRF inh 3, NALP1 inh 5, FID counter 13, PfM18AAP inh -5, HCV NS3 hel inh -16, MEKK2wt PB1 HTS 103, MEKK2 mut-MEK5 8, IMP-1 inh -3.1 and VIM-2 inh -2.2.
`FC(F)(F)c1cccc(-n2c(Cn3nnc4ccccc43)n[nH]c2=S)c1` gave SUMO HTRF inh 1, NALP1 inh -20, FID counter -8, PfM18AAP inh 19, HCV NS3 hel inh -1, MEKK2wt PB1 HTS 100, MEKK2 mut-MEK5 -3, IMP-1 inh -1.4 and VIM-2 inh 0.9.
CCc1ccc(CCC(=O)Nc2ccc(C(=O)O)cc2)o1 was read as SUMO HTRF inh 10, NALP1 inh -2, FID counter -10, PfM18AAP inh -9, HCV NS3 hel inh 0, MEKK2wt PB1 HTS 103, MEKK2 mut-MEK5 2, IMP-1 inh -1.2 and VIM-2 inh -0.3.
Screening S=c1nc(C23CC4CC(CC(C4)C2)C3)[nH][nH]1 returned SUMO HTRF inh 5, FID counter -9, PfM18AAP inh 36*, HCV NS3 hel inh 8, MEKK2wt PB1 HTS 75, MEKK2 mut-MEK5 -17, IMP-1 inh -1.2 and VIM-2 inh -3.2.
For O=C1CN(C(=O)C2CC2)c2ccccc2N1 the results were SUMO HTRF inh -12, NALP1 inh -9, FID counter 1, PfM18AAP inh -6, HCV NS3 hel inh 1, MEKK2wt PB1 HTS 107, MEKK2 mut-MEK5 8, IMP-1 inh -1.5 and VIM-2 inh -2.0.
CCOC(=O)COc1c(C(=O)OC)sc2ncccc12 was read as SUMO HTRF inh 8, NALP1 inh 2, FID counter -4, PfM18AAP inh 3, HCV NS3 hel inh 3, MEKK2wt PB1 HTS 100, MEKK2 mut-MEK5 0, IMP-1 inh -4.5 and VIM-2 inh 0.2.
Cc1ccc(C)c(-n2c(Cc3cc(=O)[nH]c(=O)[nH]3)nnc2SC(C)C)c1 was read as SUMO HTRF inh 21, NALP1 inh -24, FID counter -19, PfM18AAP inh 2, HCV NS3 hel inh 8, MEKK2wt PB1 HTS 113, MEKK2 mut-MEK5 5, IMP-1 inh -5.4 and VIM-2 inh -3.8.
For COc1ccc(C(=O)NCc2ccc3c(c2)OCO3)cc1S(=O)(=O)NCc1ccc(Cl)cc1 the results were SUMO HTRF inh -3, NALP1 inh -2, FID counter -20, PfM18AAP inh 2, HCV NS3 hel inh -34, MEKK2wt PB1 HTS 102, MEKK2 mut-MEK5 0, IMP-1 inh -2.5 and VIM-2 inh 0.2.
O=c1[nH]c2cc(Cl)ccc2n1-c1ccccc1 was read as SUMO HTRF inh -4, NALP1 inh 3, FID counter -5, PfM18AAP inh 2, HCV NS3 hel inh -1, MEKK2wt PB1 HTS 107, MEKK2 mut-MEK5 6, IMP-1 inh -3.8 and VIM-2 inh -4.8.
For O=C(c1ccc(F)cc1)C1CCN(CCn2c(=S)[nH]c3ccccc3c2=O)CC1 the results were SUMO HTRF inh 0, NALP1 inh 13, FID counter 15, PfM18AAP inh 2, HCV NS3 hel inh -23, MEKK2wt PB1 HTS 113&101, MEKK2 mut-MEK5 5&0, IMP-1 inh 1.2 and VIM-2 inh 1.6.
For CCN(CC)CCCN(C(=O)c1ccc(OC)cc1)c1nc(-c2ccc(OC)cc2)cs1 the results were SUMO HTRF inh -2, NALP1 inh 30, FID counter 44*, PfM18AAP inh -11, HCV NS3 hel inh -82, MEKK2wt PB1 HTS 165*, MEKK2 mut-MEK5 20, IMP-1 inh 0.9 and VIM-2 inh 2.2.
`O=[N+]([O-])c1ccccc1S(=O)(=O)N1CCc2ccccc2C1` gave SUMO HTRF inh 4, NALP1 inh 12, FID counter -8, PfM18AAP inh 4, HCV NS3 hel inh 4, MEKK2wt PB1 HTS 99, MEKK2 mut-MEK5 -1, IMP-1 inh -2.6 and VIM-2 inh -3.4.
For CCOC(=O)c1c(-c2ccccc2)n(C)c2ccc(O)cc12 the results were SUMO HTRF inh 15, NALP1 inh 2, FID counter -18, PfM18AAP inh 6, HCV NS3 hel inh -10, MEKK2wt PB1 HTS 97, MEKK2 mut-MEK5 -1, IMP-1 inh -1.9 and VIM-2 inh -4.6.
For O=C(N/N=C/c1cc(Br)ccc1O)c1ccccc1Cl the results were SUMO HTRF inh -17, NALP1 inh 59*, FID counter -4, PfM18AAP inh 3, HCV NS3 hel inh 2, MEKK2wt PB1 HTS 100, MEKK2 mut-MEK5 0, IMP-1 inh -1.9 and VIM-2 inh -2.7.
Screening COc1ccc(Nc2nc3ccc(OC)cc3s2)cc1 returned SUMO HTRF inh -27, NALP1 inh 7, FID counter 1, PfM18AAP inh -1, HCV NS3 hel inh -8, MEKK2wt PB1 HTS 98, MEKK2 mut-MEK5 -2, IMP-1 inh -3.4 and VIM-2 inh -2.4.

2 entries drawn at random from those above, as already listed:
Screening COc1ccc(Nc2nc3ccc(OC)cc3s2)cc1 returned SUMO HTRF inh -27, NALP1 inh 7, FID counter 1, PfM18AAP inh -1, HCV NS3 hel inh -8, MEKK2wt PB1 HTS 98, MEKK2 mut-MEK5 -2, IMP-1 inh -3.4 and VIM-2 inh -2.4.
For O=C1CN(C(=O)C2CC2)c2ccccc2N1 the results were SUMO HTRF inh -12, NALP1 inh -9, FID counter 1, PfM18AAP inh -6, HCV NS3 hel inh 1, MEKK2wt PB1 HTS 107, MEKK2 mut-MEK5 8, IMP-1 inh -1.5 and VIM-2 inh -2.0.

(cont.)
Screening CCOC(=O)N1CCN(C(=O)c2cccc(N3C(=O)NC4CC3(C)Oc3ccccc34)c2)CC1 (centres undefined) returned SUMO HTRF inh 0, NALP1 inh -15, FID counter -44, PfM18AAP inh -5, HCV NS3 hel inh -3, MEKK2wt PB1 HTS 102, MEKK2 mut-MEK5 0, IMP-1 inh -0.9 and VIM-2 inh -1.3.
Cc1ccc(-n2nnc3c(=O)n(Cc4cccc(C)c4)cnc32)cc1 was read as SUMO HTRF inh 11, FID counter -3, PfM18AAP inh 3, HCV NS3 hel inh -8, MEKK2wt PB1 HTS 108, MEKK2 mut-MEK5 4, IMP-1 inh -3.5 and VIM-2 inh -0.4.
CCN1CCN(c2nc(-c3cccnc3)nc3ccccc23)CC1 was read as SUMO HTRF inh 1, NALP1 inh 5, FID counter 27, PfM18AAP inh -3, HCV NS3 hel inh 11, MEKK2wt PB1 HTS 103, MEKK2 mut-MEK5 0, IMP-1 inh -1.7 and VIM-2 inh 2.1.
`Cn1c(SCC(=O)NC(C)(C)C)nnc1-c1ccc(C(C)(C)C)cc1` gave SUMO HTRF inh 16, NALP1 inh -12, FID counter -31, PfM18AAP inh -2, HCV NS3 hel inh 6, MEKK2wt PB1 HTS 87, MEKK2 mut-MEK5 -8, IMP-1 inh -3.7 and VIM-2 inh -5.3.
CCC(=O)N1CCCc2cc(S(=O)(=O)N3CCC(N4CCCCC4)CC3)ccc21 was read as SUMO HTRF inh -7, NALP1 inh 6, FID counter 14, PfM18AAP inh -6, HCV NS3 hel inh -4, MEKK2wt PB1 HTS 110, MEKK2 mut-MEK5 6, IMP-1 inh -0.4 and VIM-2 inh 3.3.
Screening Brc1ccc(OCCCN2CCOCC2)cc1 returned SUMO HTRF inh -3, NALP1 inh 5, FID counter 8, PfM18AAP inh 7, HCV NS3 hel inh 6, MEKK2wt PB1 HTS 104, MEKK2 mut-MEK5 12, IMP-1 inh -4.2 and VIM-2 inh -1.8.
For Cc1ccc(CCC(=O)Nc2ccc(C)c(C)c2)o1 the results were NALP1 inh 20, FID counter -17, PfM18AAP inh -2, HCV NS3 hel inh 11, MEKK2wt PB1 HTS 102, MEKK2 mut-MEK5 -4, IMP-1 inh -0.5 and VIM-2 inh -0.2.
For O=C(NCc1ccccc1OC(F)(F)F)C1CCC(=O)N(CCc2ccccn2)C1 (centres undefined) the results were SUMO HTRF inh 2, NALP1 inh -5, FID counter -15, PfM18AAP inh -5, HCV NS3 hel inh 3, MEKK2wt PB1 HTS 100, MEKK2 mut-MEK5 4, IMP-1 inh -3.8 and VIM-2 inh -2.0.

Compound activity deposited in PubChem BioAssay by several laboratories.
